Source: PubChem
TNAP activation fold = human TNAP enzyme activators, primary screen, biochemical, luminescent, no phosphate acceptor, uHTS (AID 1001); purified TNAP, luminescent activation assay, no phosphate acceptor; higher activation fold means a stronger effect; activation fold at 20 µM, or EC50 in µM where a hit was titrated; actives 0.03% (n = 200,000); in the data active = activation fold from about 3, or a potency from the dose series; inactive = the rest, 99 in 100 with activation fold below about 1.6; also: many of its hits are not listed in these tables
PhoP inhibition = inhibitors of PhoP regulon expression, primary screen, Salmonella Typhimurium, GFP reporter (AID 1863) | S. Typhimurium PhoP-regulated promoter GFP reporter, 4 h; higher % means a stronger effect | inhibition, % at 50 µM, or IC50 in µM where a hit was titrated | actives 0.16% (n = 300,000);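 active = inhibition over 29.93%, a cutoff 3 SD above the screen mean, later confirmed by dose response; inconclusive = inhibition over 29.93% but no dose response follow-up; inactive = inhibition at most 29.93% or unconfirmed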;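 also: 0% = low Mg2+ inducing control and 100% = high Mg2+ repressing control; strong numbers were not always called active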
Insulin prom up = MIN6 insulin promoter up-regulation; MIN6 insulin promoter-GFP reporter, high-content imaging; hits give high values; z-score at 5 µM; actives 0.3% (n = 190,000); AID 1625;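 active = z-score above 3 at 5 µM with at least 500 cells counted in the well; inconclusive = wells under 500 cells, flagged as cytotoxic or low count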
human PMI inhibitors = MPI inhibition at elevated mannose 6-phosphate – biochemical, fluorescence intensity, high mannose 6-phosphate, primary screen (AID 1220) | recombinant PMI enzyme, coupled fluorescence intensity; higher % means a stronger effect | inhibition, % at 20 µM; hits with a dose series show IC50 in µM | actives 0.66% (n = 190,000)
SV40 large T antigen = TAg ATPase/helicase activity blockers – biochemical (AID 1903). SV40 large T antigen ATPase/helicase inhibition assay; higher % means a stronger effect. one-dose inhibition, % at 20 µM; IC50 in µM for titrated hits. actives 0.39% (n = 310,000); in the data active = a potency from the dose series; inconclusive = inhibition mostly from about 32% at the one dose, without a potency; inactive = the rest, 99 in 100 with inhibition below about 32%; also: strong numbers were not always called active
CSM14.1 death rescue = protection against thapsigargin-triggered cell killing – 384-well, CSM14.1, ATP luminescence, primary screen (AID 1222); CSM14.1 thapsigargin-induced death rescue, ATP luminescence; higher % means a stronger effect; cellular ATP content (survival), % at 20 µM; hits with a dose series show EC50 in µM; 190,000 tested, under 10 active;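 active = EC50 below 50 µM in the dose-response confirmation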;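 also: death triggered by thapsigargin at about 15 µM added after 2 h compound pretreatment; cell ATP read after overnight thapsigargin exposure of roughly 18 to 22 hours; normalized against plate controls of thapsigargin alone and 5% DMSO vehicle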
West Nile antiviral = West Nile virus antiviral activity, cell-based, CPE readout (AID 1621). West Nile virus-infected cells, CPE inhibition; higher % means a stronger effect. CPE inhibition, % at 10 µM; hits with a dose series show IC50 in µM. actives 0.02% (n = 290,000); in the data active = a potency from the dose series; inconclusive = CPE inhibition mostly from about 3.7% at the one dose, without a potency; inactive = the rest, 99 in 100 with CPE inhibition below about 2.2%; also: strong numbers were not always called active
PMI inhibitors = MPI enzyme activity inhibition – biochemical, fluorescence intensity, coupled assay, primary screen (AID 1209); purified PMI enzyme, coupled fluorescence intensity; higher % means a stronger effect; inhibition, % at 20 µM, or IC50 in µM where a hit was titrated; actives 0.42% (n = 190,000);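 also: plate controls were DMSO vehicle for no effect and wells lacking substrate for full effect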
RSV CPE inhibition = RSV antiviral activity via CPE protection, HEp-2 cells, primary 10 µM value included (AID 2391). HEp-2 cells, RSV-induced CPE inhibition; higher % means a stronger effect. CPE inhibition, % at 10 µM, or IC50 in µM where a hit was titrated. actives 0.13% (n = 310,000); in the data active = a potency from the dose series; inconclusive = CPE inhibition mostly from about 23% at the one dose, without a potency; inactive = the rest, 99 in 100 with CPE inhibition below about 21%; also: strong numbers were not always called active
Insulin prom up cell count = also measured in Insulin prom up; calls as there; cell count; measured here: cytotoxicity, nuclei count;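 total cells summed across four imaged fields per well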
Numbers without * were called inactive; ? = inconclusive; / = no result given; & = joins results of further samples. Rule as the data show it, unless noted: active = inhibition above about 50%; inactive = the rest.

SMILES	TNAP activation fold	PhoP inhibition	Insulin prom up	Insulin prom up cell count	human PMI inhibitors	SV40 large T antigen	CSM14.1 death rescue	West Nile antiviral	PMI inhibitors	RSV CPE inhibition
CSCCC(NS(=O)(=O)c1ccccc1F)C(=O)N1CCCCCCC1 (centres undefined)	/	7%	/	/	/	7%	/	-1.1%	/	0.5%
Cc1nnc(SC/C=C/c2ccccc2)n(N)c1=O	1.1	2%	0.4	1015	-17%	11%	/	-0.6%	-10%	3.0%
O=C(NCCCn1ccnc1)c1cc2c(ccc3ccccc32)o1	1	5%	-1.6	1102	-4%	5%	/	-1.1%	-6%	1.3%
COc1cc(C)nc(N(Cc2ccccc2)S(=O)(=O)c2ccc(C)cc2)n1	/	-9%	-0.53	1066	/	10%	/	-0.6%	/	15%
c1ccc(Cn2nnc3c(N4CCc5ccccc54)ncnc32)cc1	1	-4%	0.38	1453	16%	11%	-3.6%	0.3%	4%	0.3%
Cc1cc(OCC(=O)O/N=C(\N)c2ccccc2)cc(C)c1Cl	1.1	3%	1.5	1382	13%	7%	2.0%	0.4%	16%	2.4%
Cc1ccc(NC(=O)c2cc(Cl)nc3ccccc23)cc1	1	8%	-0.1	1583	5%	13%	2.7%	1.0%	0%	0.8%
COc1ccc(N2CCN(C3CCCN(S(=O)(=O)c4ccc(C)cc4C)C3)CC2)cc1 (centres undefined)	/	14%	/	/	/	7%	/	1.4%	/	4.1%
Cc1ccc(CSCC2Nc3ccc(C(=O)N4CCN(c5ccc(F)cc5)CC4)cc3NC2=O)cc1 (centres undefined)	/	0%	/	/	/	?	/	-0.6%	/	4.1%
Cc1cccc(COc2ncnc3nc[nH]c23)c1	1.3	5%	-0.44	1309	-2%	6%	-2.8%	-0.8%	-6%	20%
CCN(CC)c1ccc(SS(=O)(=O)O)cc1	1.1&1.1	0%&3%	-0.79	1351	1%&-6%	12%&4%	-1.2%&1.6%	0.3%&0.2%	4%&2%	0.1%&1.0%
Cc1cc(C)n(Cc2ccc(Cl)cc2Cl)c(=O)c1S(=O)(=O)c1ccccc1	1.2	-9%	0.59	1544	7%	16%	6.8%	0.2%	12%	?
Cc1cc(C(=O)OCC(=O)Nc2sc3c(c2C#N)CCC(C)C3)c2ccccc2n1 (centres undefined)	1	-16%	-0.29	1551	4%	10%	-2.5%	0.8%	6%	2.9%
COc1cccc(N2CCN(S(=O)(=O)c3ccc(-n4cnnn4)cc3)CC2)c1	/	-6%	/	/	/	32%	/	0.2%	/	6.0%
COCc1cc(=O)n2[nH]c(SCc3ccccc3)nc2n1	1.1	-24%	0.42	796	-13%	9%	-0.9%	1.1%	-2%	2.0%
Cc1ccc(C(=O)Nc2ccccc2C(=O)O)cc1S(=O)(=O)NC1CCCCC1	/	8%	/	/	/	1%	/	0.4%	/	2.5%
COc1ccc(CNc2nc(SCC(=O)NCc3ccco3)nc3ccccc23)cc1	1.1	3%	/	/	2%	19%	1.7%	-1.2%	2%	3.3%
COCCNC(=O)C(c1ccc(C)o1)N(Cc1ccccc1)C(=O)Cn1nnc2ccccc21 (centres undefined)	1.1	-3%	0.1	1362	-14%	-1%	-0.5%	-0.2%	-11%	0.2%
Cn1ccnc1C(=O)c1ccc(N)cc1	/	9%	/	/	/	6%	/	0.4%	/	0.9%
CNC(=O)/C=C1\NC(C)(C)Cc2c1ccc1ccccc21	1.1	4%	0.27	1612	-13%	3%	-0.9%	0.5%	1%	3.0%
Cc1ccn(C(C)CC(=O)N2CCc3ccccc32)n1 (centres undefined)	/	-10%	/	/	/	14%	/	0.8%	/	1.6%
Oc1ccc(Cc2ncc(C(F)(F)F)cc2Cl)cc1	1.1	1%	0.34	1311	1%	18%	-1.0%	-0.7%	-3%	1.4%
CN(CC(=O)Nc1ccc(F)c(F)c1F)C1CCCCC1	1.2	3%	0.19	940	-2%	22%	-1.0%	1.1%	4%	0.3%
O=C1S/C(=C\c2ccc(N3CCOCC3)o2)C(=O)N1Cc1c(F)cccc1Cl	1.1	9%	/	/	56%*	26%	-0.7%	-0.2%	27%	1.2%
CC1(C)C2C/C(=N\O)C(C)(/[N+]([O-])=C/c3cccc([N+](=O)[O-])c3)CC21 (centres undefined)	1.1	-6%	-2.2	1309	8%	26%	0.3%	-0.1%	10%	3.3%
Cc1ccc(S(=O)(=O)N/N=C/c2ccccc2O)cc1[N+](=O)[O-]	1.1	4%	-0.31	1314	-6%	13%	-1.0%	-0.9%	-21%	0.4%
Cc1ccc(NC(=O)CC2CS(=O)(=O)CC2CC(=O)Nc2ccc(C)c(C)c2)cc1C (centres undefined)	1.1	-4%	0.02	1594	10%	3%	2.6%	0.5%	6%	1.0%
O=C(Cc1ccc(-n2c(=O)c3ccccc3n(CC(=O)Nc3ccc(F)cc3F)c2=O)cc1)NCc1ccco1	1.1	-5%	1.2	1212	4%	12%	0.9%	0.3%	2%	-1.0%
Cc1nn(-c2ccccc2)c(C)c1-c1ccccc1O	/	4%	/	/	/	5%	/	-0.2%	/	3.8%
Cc1ccc(OCc2n[nH]c(=S)n2-c2ccc(Br)cc2)cc1	/	5%	/	/	/	24%	/	-0.3%	/	1.6%

Complete entries as entered above. Order of values: TNAP activation fold, PhoP inhibition, Insulin prom up, Insulin prom up cell count, human PMI inhibitors, SV40 large T antigen, CSM14.1 death rescue, West Nile antiviral, PMI inhibitors, RSV CPE inhibition
Record of `Oc1ccc(Cc2ncc(C(F)(F)F)cc2Cl)cc1` → 1.1, 1%, 0.34, 1311, 1%, 18%, -1.0%, -0.7%, -3%, 1.4%
Record of `Cc1nn(-c2ccccc2)c(C)c1-c1ccccc1O` → /, 4%, /, /, /, 5%, /, -0.2%, /, 3.8%
Record of `CNC(=O)/C=C1\NC(C)(C)Cc2c1ccc1ccccc21` → 1.1, 4%, 0.27, 1612, -13%, 3%, -0.9%, 0.5%, 1%, 3.0%

Going on with the list.
SMILES	TNAP activation fold	PhoP inhibition	Insulin prom up	Insulin prom up cell count	human PMI inhibitors	SV40 large T antigen	CSM14.1 death rescue	West Nile antiviral	PMI inhibitors	RSV CPE inhibition
C=CCn1c(C2CCCCC2)n[nH]c1=S	0.7	3%	-0.27	1227	9%	6%	-1.5%	-0.1%	2%	2.7%
CC1CC2=C(C(=O)O1)C(c1ccc(Cl)cc1)Nc1ccccc1N2 (centres undefined)	1	3%	-0.46	1291	4%	13%	0.1%	0.0%	1%	3.8%
O=C(CCOc1ccccc1)Nc1cccc([N+](=O)[O-])c1	1.1	7%	-0.67	1004	-1%	14%	-0.9%	0.2%	-2%	4.2%
Cc1ccc(S(=O)(=O)N(CC(=O)NCc2ccncc2)Cc2ccccc2F)cc1	/	0%	/	/	/	8%	/	-1.2%	/	1.6%
O=C(COc1ccc2c3c(c(=O)oc2c1)CCC3)c1ccc2c(c1)OCO2	1.1	-1%	-0.71	1301	8%	0%	/	-0.5%	2%	3.0%
O=S(=O)(NCc1ccccc1)c1ccc(S(=O)(=O)N2CCCCC2)cc1	1.1	-3%	0.1	1160	-8%	7%	1.7%	0.3%	-3%	2.4%
CCOC(=O)C1CCN(C(=O)c2ccccc2N(C)S(C)(=O)=O)CC1	1.1	2%	0.88	1304	11%	3%	0.5%	-0.2%	10%	0.5%
COc1ccc(N2CCN(c3ccc([N+](=O)[O-])cc3Cl)CC2)cc1	1	8%	-0.02	1295	1%	2%	-4.5%	-0.5%	-4%	0.7%
Cc1ccc(N(CC(=O)Nc2ccc(F)cc2)S(=O)(=O)N2CCCC2)cc1	1.1	0%	-0.15	1721	18%	5%	-0.5%	0.3%	19%	0.1%
O=C(O)CCC(=O)N1CCc2cc(S(=O)(=O)N3CCN(c4ccc(F)cc4)CC3)ccc21	1.1	6%	0.5	1017	-1%	4%&2%	-1.0%	0.6%	4%	-0.5%
C/C=C(\C)c1nnc(NC(=O)C(C)C)s1	1.1	0%	-0.32	1801	12%	15%	-1.9%	0.1%	15%	1.4%
COc1ccc(NS(=O)(=O)c2cc(C)ccc2NC(=O)c2cc(C)oc2C)cc1	0.9	18%	-0.57	730	-3%	3%	-1.2%	0.1%	5%	-0.5%
CCc1cccc(C)c1NC(=S)N(CCCN1CCOCC1)Cc1cccnc1	1.1	1%	0.47	1145	3%	2%	-0.4%	-0.5%	5%	-1.3%
OC(CN1CCCC(C(F)(F)F)C1)c1ccccc1 (centres undefined)	/	12%	/	/	/	7%	/	0.8%	/	1.4%
N#CCSc1ccc2nc(-c3ccccc3)cn2n1	/	1%	/	/	/	11%	/	-0.7%	/	3.3%
CC(C)CC(=O)NC(=S)N(Cc1ccccc1)Cc1ccccc1	1	1%	-0.8	1212	6%	12%	0.3%	-0.9%	12%	4.6%
COC(=O)c1ccc(Cl)c(NC(=O)NC2CCCCC2)c1	1.5	-1%	-1.1	1215	6%	9%	-3.3%	-0.3%	9%	0.6%
O=C(Cc1ccccc1)Nc1ccc(NC(=O)c2cccs2)cc1	1.1	4%	0.61	1257	1%	-5%	-0.8%	0.7%	-5%	2.4%
Cc1nnsc1-c1onc(C)c1C(=O)O/N=C/c1ccc(Cl)cc1	/	-7%	/	/	/	12%	/	0.1%	/	2.8%
CCCCOc1ccc(N=Nc2ccc(N)nc2N)cn1	/	4%	-0.68	966	/	10%	/	-0.3%	/	5.0%
O=C(NCCCNC(=O)c1ccco1)c1ccc(F)cc1	/	0%	/	/	/	19%	/	-0.6%	/	1.1%
O=C(OCCOc1cccc(Cl)c1)c1ccc2ncsc2c1	/	2%	/	/	/	4%	/	-0.7%	/	2.6%
Cn1c(SCC(=O)c2ccccc2)nnc1-c1cccs1	/	-6%	-0.47	1051	/	14%	/	0.0%	/	1.3%
Cc1c(C(=O)Nc2ccccc2)sc2nc3n(c(=O)c12)CCCCC3	1.1	3%	-0.17	1373	-2%	7%	2.2%	-1.2%	-9%	2.9%
Cc1cc(C)c2oc(C(=O)NC3CCS(=O)(=O)C3)cc(=O)c2c1 (centres undefined)	/	0%	/	/	/	4%	/	-0.2%	/	-0.3%
Cn1cccc1Cc1nnc(SCC(=O)N2CCCc3ccccc32)n1-c1ccc(F)cc1	1.1	-12%	-1.6	1579	12%	9%	/	-0.8%	6%	0.6%
O=C(NCC1CCCO1)Nc1ccc2c(c1)OCO2 (centres undefined)	1.2	-2%	0.13	1366	-2%	5%	-0.9%	-0.1%	1%	1.6%
CCOc1ccccc1C(=O)OCC(=O)NCCNC(=O)COC(=O)c1ccccc1OCC	/	-7%	/	/	/	23%	/	-0.6%	/	0.4%
C/C(=N\NC(=O)c1cccs1)C(C)(C)C	1	0%	0.65	1293	5%	6%	-0.4%	-0.1%	3%	0.5%
CC(C)OC(=O)CN1CCN(C2c3ccccc3-c3ccccc32)CC1	1	2%	-0.18	1580	-11%	14%	2.3%	0.2%	-15%	0.5%
O=C(NC1CCCCC1)[C@H](CSCc1ccccc1)N1Cc2ccccc2C1=O	1	-4%	0.8	1111	3%	2%	-1.8%	-0.8%	4%	-0.2%
CC(C)(C)c1nnc(NC(=O)CS(=O)(=O)Cc2ccccc2)s1	1.1	1%	0.21	1403	-6%	1%	2.5%	0.5%	-6%	2.0%
